Screens deposited in PubChem by National Center for Advancing Translational Sciences (NCATS).
NPC1 promoter act: qHTS Assay for NPC1 Promoter Activators; 320,000 tested, 2.4% active; Huh7 NPC1 promoter luciferase reporter, 24 h; Potency, µM (series often up to 9.22 µM), without a hit: at the highest dose activation, actives largely listed as activators;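 also: potency is read from the fitted curve at half-maximal effect; % of control where 0% means no effect; nearly all actives have a fitted effect of over 60% in size; reporter is driven by a mutant NPC1 promoter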
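Huh7 cells stably carrying NPC1 promoter–luciferase, plated in Opti-MEM with 10% FBS for 2 h, were exposed to compound in DMSO for 24 h at 37 °C; luciferase reagent was added for 10 min and luminescence read.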
MBNL1 CUG block: qHTS Assay for Inhibitors of MBNL1-poly(CUG) RNA binding; Muscleblind-like protein 1 (Homo sapiens), Q9NR56; 280,000 tested, 0.036% active; TR-FRET MBNL1-His/biotin-(CUG)12 binding, 665/545 ratio; Potency, µM (series often up to 57.5 µM), without a hit: at the top dose activity change, negative = inhibition, hits mostly inhibitors; active = well fitted inhibition curve with a large enough effect in the signal ratio, with a control signal flat, not every such curve was filed as active; inconclusive = small, poorly fitted or top-dose-only effect, or effect the other way, or a change in a side signal; inactive = no such curve, though single readings can be large or run the other way; the % refers to the signal ratio; also: potency is read from the fitted curve at half-maximal effect; % is scaled to controls: 0 for no effect and ±100 for the full control effect
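Compound titration spanned 92 nM–58 uM against the MBNL1-His/biotin-(CUG)12 complex. After 60 min at room temperature with 5 nM streptavidin-XL665 and 0.055 ng/ul terbium anti-His, ratiometric 665/545 nm emission (Ex 340 nm) normalized to controls.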
KCNH2 3.1 inh: qHTS for Inhibitors of KCHN2 3.1: Mutant qHTS | Potassium voltage-gated channel subfamily H member 2, brain isoform KCNH2 3.1 (human) | U2OS KCNH2 3.1, thallium flux FluxOr; active compounds read low | activity change, % (tested at about 1.8 µM) | 340,000 tested, 0.95% active | AID 720553, 2013;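 active = maximum activity change below -70%; inconclusive = maximum activity change from -70% to -50%; inactive = maximum activity change above -50%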;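 also: thallium influx rate constant from kinetic fluorescence after stimulation buffer; % is scaled to controls: 0 for no effect and ±100 for the full control effect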
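FluxOr-based Tl+ influx in U2OS cells transduced with KCNH2 3.1 virus; rate constants normalized to DMSO controls.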
VP16 counter: VP16 counterscreen qHTS for inhibitors of ROR gamma transcriptional activity; Drosophila S2 Gal4-VP16 UAS-luciferase, luminescence, 20 h; Potency, µM (series often up to 53.6 µM), inactives show at the highest dose activity, negative = inhibition, actives largely listed as inhibitors; 310,000 tested, 3.5% active; AID 2546, 2010;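 also: Gal4-VP16 expression switched on by copper sulfate through the metallothionein promoter; potency is read from the fitted curve at half-maximal effect; % is scaled to controls: 0 for no effect and ±100 for the full control effect; nearly all actives have a fitted effect of over 50% in size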
FLuc counter: qHTS profiling assay for firefly luciferase inhibitor/activator using purifed enzyme and Km concentrations of substrates (counterscreen for miR-21 project); 360,000 tested, 6.9% active; purified FLuc, Km substrates, luminescence inhibition; Potency, µM (titrated, usually from 57.5 µM), without a hit: at the top dose activity change, negative = inhibition, most hits filed as inhibitors; AID 588342, 2011;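 also: potency is read from the fitted curve at half-maximal effect; plate controls were vehicle for no effect and reference inhibitor for full effect; nearly all actives have a fitted effect of over 55% in size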
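Biochemical qHTS of compounds, final roughly 60 µM downward over six points, against 10 nM purified firefly luciferase using Km concentrations of substrates (10 uM D-luciferin, 10 uM ATP) in Tris acetate pH 7.5 buffer; luminescence output.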
ELG1 repair inh: qHTS screen for small molecules that inhibit ELG1-dependent DNA repair in human embryonic kidney (HEK293T) cells expressing luciferase-tagged ELG1 | HEK293T ELG1-luciferase reporter, luminescence, 16 h; DNA damage induced by 5-fluorouridine | Potency, µM (doses to about 46.1 µM), without a hit: at the highest dose activity change, negative = inhibition, hits mostly inhibitors | 330,000 tested, 2.3% active; also: potency is read from the fitted curve at half-maximal effect; % is scaled to controls: 0 for no effect and ±100 for the full control effect; nearly all actives have a fitted effect of over 55% in size
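Cells (2,000 per well) received 5-fluorouridine plus test compound or DMSO and were incubated 16 hr at 37 °C, 5% CO2. Luciferase activity was read by luminescence 30 min after ONE-Glo addition; signal suppression marked inhibition of damage-induced ELG1 function.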
Menin MLL FP TR: qHTS Assay for Inhibitors Targeting the Menin-MLL Interaction in MLL Related Leukemias: Competition With Texas Red Labeled MLL-derived Mutant Peptide; Menin + Texas Red MLL mutant peptide, fluorescence polarization; O00255; Potency, µM (top dose mostly 61.6 µM), for inactives: at the top dose FP activity change, negative = inhibition, hits mostly inhibitors; 270,000 tested, 0.23% active; active = well fitted inhibition curve with a large enough effect in the polarisation, with a control signal flat, not every such curve was filed as active; inconclusive = small, poorly fitted or top-dose-only effect, or effect the other way, or a change in a side signal; inactive = no such curve, though single readings can be large or run the other way; the % refers to the polarisation; also: potency is read from the fitted curve at half-maximal effect; % of control where 0% means no effect; many of its hits are not listed in these tables
Target sequence (O00255 whole entry, looked up): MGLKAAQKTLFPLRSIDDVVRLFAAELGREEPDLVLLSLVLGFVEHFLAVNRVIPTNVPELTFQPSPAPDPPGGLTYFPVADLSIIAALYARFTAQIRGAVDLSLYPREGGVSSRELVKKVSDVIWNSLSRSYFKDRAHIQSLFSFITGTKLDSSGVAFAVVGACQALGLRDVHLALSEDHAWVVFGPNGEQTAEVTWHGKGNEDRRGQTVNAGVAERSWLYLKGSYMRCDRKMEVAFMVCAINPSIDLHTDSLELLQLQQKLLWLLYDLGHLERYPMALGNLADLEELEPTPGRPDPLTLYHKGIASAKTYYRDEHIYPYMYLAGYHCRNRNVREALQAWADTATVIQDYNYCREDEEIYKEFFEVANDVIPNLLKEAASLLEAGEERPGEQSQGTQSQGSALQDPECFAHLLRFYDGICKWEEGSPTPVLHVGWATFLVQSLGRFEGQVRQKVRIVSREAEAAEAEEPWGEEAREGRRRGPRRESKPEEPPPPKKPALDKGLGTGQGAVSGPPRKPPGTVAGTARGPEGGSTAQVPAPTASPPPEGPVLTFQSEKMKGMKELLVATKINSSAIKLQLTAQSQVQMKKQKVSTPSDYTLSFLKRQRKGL
Mito fusion act: qHTS Assay for Small Molecule Inhibitors of Mitochondrial Division or Activators of Mitochondrial Fusion | 320,000 tested, 0.23% active | S. cerevisiae fusion-defective mutant growth rescue, CellTiterGlo 48 h | Potency, µM (doses to about 46.1 µM), for inactives: top-dose growth rescue (activation), actives largely listed as activators;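 also: potency is read from the fitted curve at half-maximal effect; % of control where 0% means no effect; nearly all actives have a fitted effect of over 45% in size; temperature-sensitive fusion mutants such as fzo1-1 at 37 °C on non-fermentable ethanol glycerol medium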
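S. cerevisiae fusion-defective temperature-sensitive mutants (e.g. fzo1-1, mgm1-5) grown 48 h at 37C in YPEG (ethanol/glycerol non-fermentable) medium with 23 nl compound per well; growth rescue read as CellTiterGlo luminescence.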
Rab9 promoter act: qHTS Assay for Rab9 Promoter Activators; Huh7 Rab9 promoter-luciferase reporter, luminescence, 24 h; Potency, µM (highest dose often 9.22 µM), for inactives: top-dose activation, negative = inhibition, hits mostly activators; 320,000 tested, 2.8% active; also: potency is read from the fitted curve at half-maximal effect; % of control where 0% means no effect; nearly all actives have a fitted effect of over 60% in size
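Measured in stably transfected Huh7 cells bearing a Rab9 promoter–luciferase construct: 24 h compound treatment at 37 °C, followed by luminescence detection.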
PKM2 activator: qHTS Assay for Activators of Human Muscle isoform 2 Pyruvate Kinase | 260,000 tested, 0.34% active | purified PKM2, Kinase-Glo ATP luminescence, activation; response scale: 0% is enzyme alone, no compound | Potency, µM (series often up to 57.5 µM), for inactives: at the top dose activation, most hits filed as activators | Pyruvate kinase PKM (Homo sapiens), P14618; also: potency is read from the fitted curve at half-maximal effect; % is scaled to controls: 0 for no effect and ±100 for the full control effect; nearly all actives have a fitted effect of over 55% in size
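Kinase-Glo luminescence reports ATP generated from ADP (0.1 mM) and PEP (0.5 mM) by purified hPK-M2 after 1 h at room temperature, pH 7.2 imidazole buffer; intermediate enzyme activity allows detecting inhibitors and activators.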
RORg inh: qHTS for inhibitors of ROR gamma transcriptional activity | 310,000 tested, 5.4% active | Drosophila S2 Gal4-RORgamma UAS-luciferase reporter, 20 h | Nuclear receptor ROR-gamma (Mus musculus), P51450 | Potency, µM (doses to about 53.6 µM), inactives show top-dose activity change, negative = inhibition, usual class: inhibitors; also: potency is read from the fitted curve at half-maximal effect; % is scaled to controls: 0 for no effect and ±100 for the full control effect; nearly all actives have a fitted effect of over 60% in size
Target sequence (P51450 whole entry, looked up, the tested form may be a part): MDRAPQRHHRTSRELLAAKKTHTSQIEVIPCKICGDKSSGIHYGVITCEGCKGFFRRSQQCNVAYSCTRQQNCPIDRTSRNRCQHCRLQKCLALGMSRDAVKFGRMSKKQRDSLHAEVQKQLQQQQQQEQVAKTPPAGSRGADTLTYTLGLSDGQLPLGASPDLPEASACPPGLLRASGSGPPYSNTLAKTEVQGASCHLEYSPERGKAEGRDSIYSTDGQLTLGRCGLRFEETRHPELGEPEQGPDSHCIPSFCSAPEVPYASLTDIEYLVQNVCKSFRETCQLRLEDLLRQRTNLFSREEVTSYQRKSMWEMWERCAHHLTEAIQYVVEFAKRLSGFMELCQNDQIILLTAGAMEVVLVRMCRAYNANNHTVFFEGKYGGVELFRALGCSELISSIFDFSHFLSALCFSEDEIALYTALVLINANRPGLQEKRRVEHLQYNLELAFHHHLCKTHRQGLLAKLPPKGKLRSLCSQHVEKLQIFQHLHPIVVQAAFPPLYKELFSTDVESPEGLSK
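Schneider cells (Drosophila), stable Gal4 DBD–ROR gamma + UAS-luc; 1 hr cmpd preincubation; Cu2+ induction 700 uM final; 20 hr ambient; luminescence.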
The depositor's hits bear a star; ? = inconclusive; . = not tested or not shown; & = joins results of further samples; [ ] = dose if it differs, or a comment. Unless noted, calls follow the shape of the dose curve; as a rule, active = well fitted curve in the direction sought with a large enough effect; inconclusive = small, poorly fitted or top-dose-only effect, or another doubt; inactive = no such curve, though single readings can be large; an effect the other way counts as inactive or inconclusive.

SMILES	NPC1 promoter act	MBNL1 CUG block	KCNH2 3.1 inh	VP16 counter	FLuc counter	ELG1 repair inh	Menin MLL FP TR	Mito fusion act	Rab9 promoter act	PKM2 activator	RORg inh
CNC(=O)c1cc(C(=O)c2c(Cl)cccc2Cl)c[nH]1	-4%	-5%	19	28%	2%	?	-8%	0%	-4%	3%	-18%
CC(C)=CC(=O)N1CCCC(N2CCN(c3ccc(F)cc3)CC2)C1 (stereo unspecified)	1%	2%	6	-2%	3%	-8%	-1%	0%	3%	2%	-34%[1.91 µM]
CCOc1ccc(C(C)=O)cc1CSc1nnc(-c2ccoc2C)n1N	-2%	15%	-13	-7%	2%	-17%	-4%	1%	-3%	0%	-25%
CCC1(C)Cc2c(sc(NC(=O)CCC(=O)O)c2C#N)CO1 (stereo unspecified)	-1%	1%	-12	-4%	1%	2%	-11%	4%	-2%	0%	2%
COc1cc(C(=O)NCC(=O)N2CCN(S(=O)(=O)c3ccccc3)CC2)cc(OC)c1OC	0%	.	-3	.	-1%	-2%	.	-14%	-1%	.	.
NC1=NCC2c3ccccc3Cc3ccccc3N12 (stereo unspecified)	7%[46.1 µM]	.	.	2%&-6%	.	.	0%&-18%	5%	-2%[46.1 µM]	.	4%&-9%
CCCCCOC(=O)C1[C@H]2C(=O)N(CCCOC)C[C@]23C=C[C@H]1O3 (stereo partly specified)	0%	-4%	-4	3%	1%	0%	2%	0%	8%	-3%	-10%
CC(C)CC(=O)Nc1nnc(SCC(=O)Nc2ccc(F)cc2)s1	0%	4%	-1	2%	-3%	?	11%	-5%	-1%	-1%	0%
CCOC(=O)N1CCc2c(sc3c2C(=O)NC(c2ccccc2)N3)C1 (stereo unspecified)	-19%	24%	-23	-12%	?	9%	-9%	2%	-5%	3%	31%
CC(OC(=O)C1CCN(c2ccc(C(F)(F)F)cn2)CC1)C(=O)c1ccccc1 (stereo unspecified)	0%	.	-2	.	-1%	-5%	.	5%	1%	.	.
N#C/C(=C\c1ccc(Cl)cc1)c1n[nH]c(Cn2cncn2)n1	10%	14%	11	12%	-9%	13%	-2%	0%	-5%	1%	-15%
CCOC(=O)c1ccc(NC(=O)CSc2nc3cccnc3n2C)cc1	1%	57%[activator]	1	?	-2%	?	-10%	-2%	-3%	-2%	?
Cc1cc(=O)[nH]c(SCC(=O)Nc2c(C)n(C)n(-c3ccccc3)c2=O)n1	1%	.	-15	.	-2%	21%	.	0%	-2%	.	.
Cc1ccc(Cn2c(C(C)Nc3nc(-c4ccc(C)cc4)cs3)nc3cc(Cl)c(Cl)cc32)cc1 (stereo unspecified)	-6%	11%	-2	-19%	-3%	40%	?	-2%	2%	1%	11µM*
CCOC(=O)C1=NN(C(=O)Nc2cccc(C(F)(F)F)c2)C2C(=O)N(c3cccc(C(F)(F)F)c3)C(=O)C12 (stereo unspecified)	2%	-2%	?	-12%	4%	2%	0%	-2%	-5%	1%	12%
O=C(Nc1scc(-c2ccccc2)c1C(=O)O)c1ccccc1F	21%	-16%	-15	1%	27µM*	?	42%[activator]	-4%	20%	-8%	1%
O=C(CNC(=O)c1ccco1)N=Nc1c(O)[nH]c2ccc(Br)cc12	-5%	?	23	4%	-1%	-2%	0%	-7%	-1%	4%	18%
O=C(O)c1cccc(CN2C(=O)CSC2=O)c1	1%	-13%	-13	2%	1%	14%	-19%	1%	3%	-8%	-7%
COc1ccc([C@H]2C=C3CN(C(=O)OC(C)(C)C)S(=O)(=O)[C@H]3C[C@H]2OC(=O)c2cccs2)cc1	-4%	-6%	6	5%	4%	-14%	.	-18%	1%	-3%	-12%
COc1ccc(-c2cn(-c3ccc(C)cc3)c(=O)n2CC(=O)Nc2ccc(OC)c(OC)c2)cc1	0%	-9%	-28	10%	-12%	-10%	.	0%	-3%	5%	51%
CC(C)CN(C(=O)c1ccc(=O)n(C)n1)c1nc2ccccc2s1	22%	-9%	-8	-15%	-17%	?	-2%	1%	26%	-7%	-35%
O=C1/C(=C\Nc2ccc(OC(F)(F)F)cc2)CCN1c1ncccn1	?	0%	-23	18%	?	?	2%	-1%	2.5µM*	-6%	44%
Cc1ccc(NC(=O)CCC(=O)c2cccs2)nc1	10%	.	-1	.	?	?	.	5%	2%	.	.
Cc1ccc(N(CC(=O)NCc2ccccc2)C(=O)c2csnn2)cc1	9%	2%	-1	1%	3%	?	-15%	11%	8%	-1%	31%
CCSc1nnc2n(-c3ccc(OC)cc3)c(=O)c3c4c(sc3n12)CCCC4	0%	-3%	6	3%	15%	?	-5%	2%	-3%	2%	-1%
COc1ccc(C(CC(=O)N2CCN(C)CC2)NC(=O)C(F)(F)F)cc1 (stereo unspecified)	0%	3%	-14	1%	2%	0%	21%	-4%	1%	.	6%
COc1ccc(N2CCN(C(=O)CCN3C(=O)c4ccccc4S3(=O)=O)CC2)cc1	-2%	-1%	-8	3%	-2%	-3%	1%	-3%	7%	-31%	19%
CN(C)C(=S)NC(=O)c1cccc(Cl)c1	-1%	-7%	7	2µM*	-2%	0%	9%	-8%	2%	?	0.56µM*
CN(CC(=O)Nc1ccccc1Cl)CC(=O)c1c(N)n(Cc2ccccc2)c(=O)n(C)c1=O	1%	.	-24	.	0%	7%	.	-4%	0%	.	.
O=C(NC1CCS(=O)(=O)C1)c1sc2ccccc2c1Cl (stereo unspecified)	5%	.	1	?	-13%	?	3%	-2%	6%	2%	14%
O=c1c(/C=N/N2CCOCC2)c(C(F)(F)F)[nH]n1-c1ccccc1	-2%	-4%	4	2%	-18%	-3%	9%	-2%	-4%	-1%	-24%
COc1cc2oc3cc(C)oc(=O)c3c2cc1OC	-1%	21%	6	-6%	-13%	19%	?	-11%	-2%	19%	-7%
COc1cccc2c1c(NC(=O)Nc1ccc(F)cc1F)nn2C	27%	-3%	-41	-20%	-2%	-2%	.	0%	16%	1%	-8%
CSCCC(NC(=O)c1ccco1)C(=O)N1CC=C(c2ccccc2)CC1 (stereo unspecified)	0%	2%	-8	-3%	-6%	-15%	-17%	-3%	8%	0%	-4%
Cc1ccc(NC(=O)C(CC(=O)O)C2CCCO2)c(C)c1 (stereo unspecified)	-1%	4%	4	8%	1%	-3%	5%	7%	-3%	.	-17%
O=C(Nc1ccccc1)c1ccc(=O)[nH]n1	2%	7%	-1	3%	-6%	27%	24%	-5%	-5%[1.84 µM]	.	15%
Cc1cc(C)c2c(c1)N[C@H](c1cccs1)[C@@H]1CCO[C@H]21	-4%	.	-2	27%	2%	1%	.	2%	0%	4%	26%
CC(C)C1Nc2ccc(C(=O)NCc3ccco3)cc2NC1=O (stereo unspecified)	9%	5%	-3	-10%	0%	12%	-1%	1%	1%	-9%	3%
CCOc1ccc(NC(=O)CCC(=O)N2CCSc3ccccc32)cc1	-4%	9%	6	-3%	-17%&-12%	?	1%	-3%	0%	4%	4%
CCOC(=O)C1CCCN(S(=O)(=O)c2cc(Br)cc3c2N(C(=O)C2CC2)CC3)C1 (stereo unspecified)	-5%	4%	3	-11%	0%	-17%	-4%	12%	14%	0%	31%
COc1ccc(C(=O)N/C(=C/c2cccs2)C(=O)NN)cc1OC	-3%	?	3	5%	-4%	?	.	0%	-6%	-10%	-1%
COCCNC(=O)CCc1nnc(C2(c3ccc(Cl)cc3)CCC2)o1	-4%	-2%	-5	-23%	3%	16%	-1%	5%	5%	-6%	19%

An excerpt; rates above refer to the full screens.
